NCOA3 inh: inhibitors of human steroid receptor coactivator 3 (SRC3); Q9Y6Q9; inhibition, % at 3.6 µM; HEK293 GAL4-SRC3 luciferase reporter, luminescence; 360,000 compounds, 0.17% hits; AID 588352;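 active = inhibition above a per-campaign cutoff, the mean of all compounds plus 3 SD, cut at about 60% in these data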;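 note: 0% = DMSO-treated cells and 100% = gossypol-treated cells at 36 µM; higher means less SRC3-driven luciferase light from the GAL4 reporter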
Target sequence (Q9Y6Q9 whole entry, looked up, the tested form may be a part): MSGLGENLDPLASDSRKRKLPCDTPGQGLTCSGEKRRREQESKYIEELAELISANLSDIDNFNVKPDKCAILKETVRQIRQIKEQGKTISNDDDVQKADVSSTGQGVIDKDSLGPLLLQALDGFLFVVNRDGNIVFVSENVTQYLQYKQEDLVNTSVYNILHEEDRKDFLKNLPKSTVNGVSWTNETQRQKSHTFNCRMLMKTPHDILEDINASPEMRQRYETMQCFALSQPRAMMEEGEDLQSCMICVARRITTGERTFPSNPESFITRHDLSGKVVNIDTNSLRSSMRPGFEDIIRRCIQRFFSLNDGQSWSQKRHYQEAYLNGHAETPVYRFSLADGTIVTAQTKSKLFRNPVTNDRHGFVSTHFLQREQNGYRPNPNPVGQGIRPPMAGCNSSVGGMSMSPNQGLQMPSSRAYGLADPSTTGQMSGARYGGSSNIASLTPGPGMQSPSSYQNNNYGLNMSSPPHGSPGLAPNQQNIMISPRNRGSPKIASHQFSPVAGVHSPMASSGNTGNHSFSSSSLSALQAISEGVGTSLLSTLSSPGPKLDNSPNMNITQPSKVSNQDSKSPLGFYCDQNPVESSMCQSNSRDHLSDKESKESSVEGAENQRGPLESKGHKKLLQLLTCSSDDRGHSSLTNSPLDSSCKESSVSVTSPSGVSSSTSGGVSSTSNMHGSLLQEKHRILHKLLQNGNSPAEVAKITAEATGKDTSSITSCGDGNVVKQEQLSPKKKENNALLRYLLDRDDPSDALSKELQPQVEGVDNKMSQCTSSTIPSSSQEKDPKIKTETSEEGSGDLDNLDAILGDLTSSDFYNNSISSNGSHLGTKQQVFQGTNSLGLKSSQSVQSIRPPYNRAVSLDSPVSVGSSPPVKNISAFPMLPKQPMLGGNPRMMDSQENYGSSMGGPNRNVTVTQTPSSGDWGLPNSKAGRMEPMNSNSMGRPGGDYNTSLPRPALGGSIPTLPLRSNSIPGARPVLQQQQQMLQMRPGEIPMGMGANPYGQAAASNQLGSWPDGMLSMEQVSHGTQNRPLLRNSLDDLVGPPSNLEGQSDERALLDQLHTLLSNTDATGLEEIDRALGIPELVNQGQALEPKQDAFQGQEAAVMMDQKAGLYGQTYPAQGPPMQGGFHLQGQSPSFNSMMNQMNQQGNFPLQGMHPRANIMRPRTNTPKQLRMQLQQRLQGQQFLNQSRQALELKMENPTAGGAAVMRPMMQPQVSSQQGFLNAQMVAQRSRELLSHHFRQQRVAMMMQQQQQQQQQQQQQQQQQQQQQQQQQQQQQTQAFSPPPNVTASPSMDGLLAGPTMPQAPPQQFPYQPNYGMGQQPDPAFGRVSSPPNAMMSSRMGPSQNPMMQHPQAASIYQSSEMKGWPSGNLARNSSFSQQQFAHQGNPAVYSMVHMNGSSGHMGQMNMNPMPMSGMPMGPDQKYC
LRH-1 inv ag: NR5A2 inverse agonism in reporter assay; O00482; HEK293T StAR-luciferase reporter, LRH-1 transfected, 24 h; inhibition, % at 3.6 µM; 360,000 compounds, 0.13% hits; AID 602396;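 active = inhibition above the mean inhibition of all tested compounds plus 3 SD, cut at about 73% in these data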;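 note: 0% = DMSO wells and 100% = reporter-only cells lacking LRH-1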
TROY NFkB inh: TROY signaling inhibition | inhibition, % at 10 µM | 360,000 compounds, 0.98% hits | Q293 LMP1-TROYcd NF-kB luciferase reporter, 4 h;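 active = compounds whose plate-normalised and pattern-corrected inhibition of the luciferase reporter signal at the single screening dose is 50% or more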
CF NFkB inh: blocks PAF-induced NF-kB reporter in cystic fibrosis cells; 360,000 compounds, 0.86% hits; KKLEB NF-kB-GFP reporter, GFP fluorescence overnight; inhibition, % at 5 µM;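 active = at least 50% inhibition at 5 µM, scaled per plate between neutral and stimulator controls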;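 note: PAF is a Pseudomonas aeruginosa culture filtrate used as stimulus; plate controls were PAF-stimulated DMSO wells for no effect and unstimulated DMSO wells for full effect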
KKLEB tox: CF airway cell cytotoxicity counter-screen | KKLEB CF airway cells viability, ATPlite luminescence, overnight; active compounds read low; cells stimulated with P. aeruginosa culture filtrate | activity change (cytotoxicity), % at 5 µM | 360,000 compounds, 0.36% hits | AID 602141;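 active = corrected activity change at or below -50% at 5 µM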
TRAIL sens C8: sensitizes caspase-8 expressing cells to TRAIL. 360,000 compounds, 1% hits. AID 624354. inhibition (viability loss, TRAIL sensitization), % at 10 µM. NB7+C8 cells + TRAIL, ATPlite viability luminescence;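 active = compounds causing at least 50% loss of cell viability in the single-dose screen, relative to plate controls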
TWEAK-Fn14 inh: TWEAK-Fn14 signaling inhibition; AID 1159606; inhibition, % at 10 µM; 360,000 compounds, 2% hits; TWEAK-stimulated Fn14 reporter cells, luciferase luminescence, 8 h; in the data active = inhibition above about 50%
LMP1 NFkB inh: Epstein-Barr LMP1 NF-kappaB reporter inhibition | LMP1-induced NF-kappaB luciferase reporter cells, luminescence | AID 504558 | inhibition, % at 12.5 µM | 350,000 compounds, 0.69% hits; in the data active = inhibition above about 41%;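 note: 0% = neutral control wells and 100% = reference inhibitor control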
NCOA1 inh: human NCOA1 inhibition; HEK293 GAL4-SRC1 luciferase reporter, luminescence; Q15788; inhibition, % at 3.6 µM; 360,000 compounds, 0.12% hits;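 active = inhibition above the campaign mean plus 3 SD, with each screening campaign given its own cutoff, cut at about 60% in these data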;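 note: 0% = DMSO treated cells and 100% = gossypol at 36 µM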
NCOA2 inhibitor: human SRC2 (NCOA2) inhibition. Q15596. HEK293 GAL4-SRC2 luciferase reporter, luminescence. inhibition, % at 9 µM. 370,000 compounds, 0.17% hits;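 active = inhibition above the mean inhibition of all tested compounds plus 3 SD, set per campaign, cut at about 52% in these data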;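 note: 0% = DMSO treated cells and 100% = cells given Gossypol at 36 µM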
COUP-TFII inh: blocks human COUP-TFII nuclear receptor | P24468 | HEK293T NGFI-A luciferase reporter, luminescence | inhibition, % at 8.6 µM | 370,000 compounds, 0.7% hits;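 active = inhibition above a per-plate cutoff, mean inhibition of test wells between control levels plus 3 SD, cut at about 38% in these data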;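 note: cells cotransfected with COUP-TFII expression vector driving the NGFI-A reporter; 0% = median of COUP-TF2 test wells and 100% = reporter-only cells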
* hit, by the source's call; x = no result given.

SMILES	NCOA3 inh	LRH-1 inv ag	TROY NFkB inh	CF NFkB inh	KKLEB tox	TRAIL sens C8	TWEAK-Fn14 inh	LMP1 NFkB inh	NCOA1 inh	NCOA2 inhibitor	COUP-TFII inh
CC1=NN(C(C#N)c2ccccc2)C(c2ccccc2)C1 (stereo unspecified)	12	-6	-23	-5	8	7	-11	-1	7	6	2
CS(=O)(=O)N1Cc2ccccc2CC1C(=O)Nc1ccccc1C(N)=O (stereo unspecified)	-7	2	-20	-10	0	6	-21	-12	3	-8	5
CCCC1NC(=O)c2cccnc2-n2c1nc1cc(C)cc(C)c1c2=O (stereo unspecified)	-1	-3	2	-27	13	3	5	-1	4	-3	12
Nc1c(C(=O)NCCN2CCOCC2)c2nc3ccccc3nc2n1-c1ccc2c(c1)OCO2	12	-6	-11	-15	4	-12	20	-5	-1	-9	-2
O=C(OCC(=O)N1CCN(C(=O)c2ccco2)CC1)c1ccc(Cl)cc1	-13	0	-3	-12	-7	-7	-2	-8	-1	2	2
CCC(C)(C)n1nnnc1C(c1ccc2ncccc2c1)N1CCN(c2nc3ccccc3s2)CC1 (stereo unspecified)	16	13	1	-6	-3	1	0	15	-4	13	4
CC(C(=O)NCc1ccc(Cl)cc1)n1cccc1C(=O)c1ccccc1 (stereo unspecified)	1	5	-11	-2	13	2	16	74*	8	31	-1
CC(C)C(c1nnnn1Cc1ccccc1)N1CCN(Cc2ccco2)CC1 (stereo unspecified)	-3	4	15	1	9	-8	-14	-21	-16	-5	11
O=C(COC(=O)c1ccccc1F)Nc1ccc2c(c1)OCCO2	13	-3	12	11	-2	-25	-1	6	-17	-11	-3
CC1CN(C2CC(C)(C)NC(C)(C)C2)CCC1=O (stereo unspecified)	4	-22	-3	9	-6	-4	2	-5	1	-4	4
O=C(CCC(=O)N1CCOc2ccccc21)NCCCc1ccccc1	-4	19	2	6	-8	5	-1	2	-21	0	-12
Cc1nonc1C1CCCN1C(=O)c1cc(COc2cccc(C(F)(F)F)c2)on1 (stereo unspecified)	17	-13	6	-2	3	-6	-4	0	-5	9	14
O=C(Nc1ccccc1[N+](=O)[O-])c1cc(S(=O)(=O)N2CCOCC2)cs1	18	5	9	46	-7	-9	-5	4	2	-13	-9
CSCCC(NC(=O)OCc1ccccc1)C(=O)O (stereo unspecified)	17	10	-3	1	-7	1	-4	0	-14	25	-3
CCOC(=O)c1c(C)c(C(=O)N2CCc3ccccc3C2)c(C)n1CC	9	-23	17	16	-3	1	28	17	-9	-2	11
CCN(CC)S(=O)(=O)c1cccc(-c2csc(C)n2)c1	1	3	9	1	-4	-1	19	-2	-5	-6	-16
COC(=O)c1ccc(CNC(=O)COC(=O)/C=C/c2cc(OC)c(OC)c(OC)c2)cc1	-2	8	-16	1	-5	-23	-40	3	6	5	-5
C=CCc1ccc(OCC(O)CO)c(OC)c1 (stereo unspecified)	-2	-5	11	-5	0	-10	4	3	-3	-28	4
O=C(CSc1nc(-c2ccccc2)cc(=O)[nH]1)Nc1ccccc1	-6	13	-11	-3	-2	-9	10	0	-6	14	0
Cc1ccccc1CN1CCN(C/C=C/c2ccccc2)CC1	10	14	12	-17	2	-16	58*	10	11	x	x
CCOc1ccc(N2CC(C(=O)NCc3ccco3)CC2=O)cc1 (stereo unspecified)	1	7	-12	-11	6	9	16	-1	-1	-13	-14
Cc1ccc2nc(SCC(=O)Nc3ccc(C(N)=O)cc3)[nH]c2c1	2	11	-11	-21	-1	0	-11	-2	-15	-3	-22
O=C1C2C(c3ccccc3)CC=CC2[C@H](c2ccc(C(F)(F)F)cc2)N1Cc1ccccc1 (stereo partly specified)	-1	6	18	41	-23	29	17	-30	8	-3	9
CNC(=O)c1ccc(-n2cccn2)nc1	20	7	-14	0	-2	0	0	-1	-10	-16	0
COc1ccc(C)cc1-n1c(N)c(C#N)c(C#N)c1-c1ccc(OC)c(OC)c1OC	12	0	-8	-16	-6	1	19	8	-41	-11	0
COc1ccc(OCC(=O)NN2Cc3ccccc3C2=N)cc1	11	-4	-6	-3	4	-10	-6	8	-1	4	-3
Cc1ccnc2nc(C(=O)Nc3ccc(N4CCOCC4)cc3)nn12	-49	-53	-26	2	6	-24	17	-7	-28	-49	-13
COc1ccc(NC(=O)C/C(C)=N/NC(=O)COc2ccc(OC)cc2)cc1	5	10	1	-11	1	-4	-15	-2	-51	-24	-2
CCOC(=O)C1(O)CSc2nc3sc(C(=O)O)c(C)c3c(=O)n21 (stereo unspecified)	-24	2	-6	20	-8	-4	23	-1	-14	-12	-13
NC(=O)CC(NC(=O)Cc1cccc2ccccc12)c1ccc(N2CCC(N3CCCCC3)CC2)c([N+](=O)[O-])c1 (stereo unspecified)	-5	-15	-8	-9	11	-10	3	-3	-20	-22	-3
CNC(=O)c1nc(C)c(C2(C)CC(c3cccc([N+](=O)[O-])c3)=NO2)s1 (stereo unspecified)	1	47	0	7	-2	10	-9	-6	-1	-7	-14
CCOCCCNC(=O)C1CC(=O)N(C2CCCC2)C1 (stereo unspecified)	14	9	4	13	1	-21	16	5	6	9	-17
Cc1occc1C(=O)NNC1=CC(=O)CC(C)(C)C1	-14	-42	-45	-10	5	-2	-16	6	-27	-30	6
COC(=O)c1ccc(S(=O)(=O)N(C2CCCCC2)C2CCCCC2)n1C	12	22	6	14	-11	-5	4	1	-36	10	-3
CCOc1ccc(N2C(=O)CC(NCCc3c[nH]c4ccccc34)C2=O)cc1 (stereo unspecified)	8	9	-10	1	0	-3	8	3	-8	6	20
CCCC1Cc2nc(Cl)c(C#N)cc2CO1 (stereo unspecified)	9	5	-3	-7	0	-15	-5	x	-18	-3	13
COC(=O)c1c(Oc2nc(OC)cc(OC)n2)cccc1Oc1nc(OC)cc(OC)n1	17	-3	16	0	4	-2	7	10	0	-6	-13
COc1ccc(OC)c(C2NC(=S)NC3=C2N2CCC3CC2)c1 (stereo unspecified)	4	13	-32	-7	5	-7	23	-5	11	20	4
O=C(CSc1nc2[nH]ncc2c(=O)n1-c1ccccc1)NCCc1ccccc1	15	3	1	-4	3	-9	-3	5	-12	9	12
O=c1c(C/C=C/c2ccccc2)c(O)nc2n1CCCS2	7	8	-2	-1	7	15	-26	3	-13	-14	2
CC(C)(C)CN1CCNC(=O)C1CC(=O)N1CCC(C(=O)N2CCOCC2)CC1 (stereo unspecified)	12	6	-20	-3	0	-5	-8	7	-18	28	9
CN1CCc2c(sc(N)c2C(=O)O)C1	4	-6	5	1	4	8	9	4	-13	11	-11
CN(C)CC/C=C1\c2cc(F)ccc2CSc2ccccc21	16	5	-1	7	1	-1	13	-1	3	20	2
O=P(Cc1ccccn1)(c1ccccc1)c1ccccc1	-13	-2	-4	-4	9	-12	1	1	-9	-15	3
COc1ccc(NC(=O)CNC(=O)C2CCCCC2)cc1	-8	-11	-10	-3	14	-21	1	4	3	9	3
O=C(CC12CC3CC(CC(C3)C1)C2)N/N=C\c1ccc[nH]1	1	8	11	-14	3	-2	1	4	-11	28	0
COc1ccccc1CNC(=O)[C@@H]1CCCN1S(=O)(=O)c1ccccc1F	6	-2	22	-8	0	9	1	-2	-28	-12	7
Cc1sc(NC(=S)Nc2ccc(F)cc2)c(C(N)=O)c1C	6	-6	-8	-12	1	0	9	-7	-1	1	8
Clc1cccc2c1CCN(Cc1nc(-c3cnccn3)no1)C2	11	-16	26	-1	11	-10	1	-4	-11	-23	-17
C/C(=N\NC(=O)c1ccc(OC2CCCC2)cc1)c1ccc(O)cc1	-13	-23	-37	-24	12	21	-1	-9	-11	11	4
(next part)
SMILES	NCOA3 inh	LRH-1 inv ag	TROY NFkB inh	CF NFkB inh	KKLEB tox	TRAIL sens C8	TWEAK-Fn14 inh	LMP1 NFkB inh	NCOA1 inh	NCOA2 inhibitor	COUP-TFII inh
Cc1nn(-c2ccccc2)c(C)c1CCC(=O)O	-45	-53	-34	8	-7	-4	-17	-22	-43	-18	-16
COc1cc(C(=O)OCC(=O)NC2CCCC2)cc(OC)c1OC	8	11	15	-17	-6	-8	3	-3	8	7	13
Cc1ccc(C)c(C(=O)COC(=O)CN2C(=O)C3C4C=CC(C4)C3C2=O)c1 (stereo unspecified)	21	-11	-25	10	4	1	30	6	-6	-10	2
S=C(Nc1cccc2ccccc12)NN1CCCCCC1	34	7	-26	14	-5	-1	0	10	20	-11	-18

Structural class, those above containing an aryl methoxy group.
SMILES	NCOA3 inh	LRH-1 inv ag	TROY NFkB inh	CF NFkB inh	KKLEB tox	TRAIL sens C8	TWEAK-Fn14 inh	LMP1 NFkB inh	NCOA1 inh	NCOA2 inhibitor	COUP-TFII inh
COC(=O)c1ccc(CNC(=O)COC(=O)/C=C/c2cc(OC)c(OC)c(OC)c2)cc1	-2	8	-16	1	-5	-23	-40	3	6	5	-5
C=CCc1ccc(OCC(O)CO)c(OC)c1 (stereo unspecified)	-2	-5	11	-5	0	-10	4	3	-3	-28	4
COc1ccc(C)cc1-n1c(N)c(C#N)c(C#N)c1-c1ccc(OC)c(OC)c1OC	12	0	-8	-16	-6	1	19	8	-41	-11	0
COc1ccc(OCC(=O)NN2Cc3ccccc3C2=N)cc1	11	-4	-6	-3	4	-10	-6	8	-1	4	-3
COc1ccc(NC(=O)C/C(C)=N/NC(=O)COc2ccc(OC)cc2)cc1	5	10	1	-11	1	-4	-15	-2	-51	-24	-2
COC(=O)c1c(Oc2nc(OC)cc(OC)n2)cccc1Oc1nc(OC)cc(OC)n1	17	-3	16	0	4	-2	7	10	0	-6	-13
COc1ccc(OC)c(C2NC(=S)NC3=C2N2CCC3CC2)c1 (stereo unspecified)	4	13	-32	-7	5	-7	23	-5	11	20	4
COc1ccc(NC(=O)CNC(=O)C2CCCCC2)cc1	-8	-11	-10	-3	14	-21	1	4	3	9	3
COc1ccccc1CNC(=O)[C@@H]1CCCN1S(=O)(=O)c1ccccc1F	6	-2	22	-8	0	9	1	-2	-28	-12	7
COc1cc(C(=O)OCC(=O)NC2CCCC2)cc(OC)c1OC	8	11	15	-17	-6	-8	3	-3	8	7	13
